Screening results: PubChem BioAssay, several laboratories
LAP4-GFP MLPCN = modulators of TOR pathway LAP4-GFP in S. cerevisiae; S. cerevisiae LAP4-GFP multiplex, flow cytometry GFP, 3 h; median GFP as percent of DMSO wells; GFP response vs DMSO, % at 10 µM; actives 0.34% (n = 320,000);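 active = GFP response vs DMSO above a set limit, about the screen mean plus 3 SD, cut at about 150% in these data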
AHR act = human AHR activation; P35869; AHR-responsive luciferase reporter cells, luminescence; activation, % at 5 µM; actives 2.5% (n = 320,000); in the data active = activation above about 47%;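 also: 0% = vehicle wells and 100% = reference agonist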
GASC-1 inh = human JMJD2C demethylase inhibition | GST-JMJD2C(1-420) H3K9me3 demethylation, DELFIA europium | inhibition, % at 2.35 µM | actives 0.069% (n = 330,000) | AID 2099;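 active = more than half of a compound's replicate wells show inhibition beyond 50%, single wells judged on their own value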;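 also: signal counts dimethyl H3K9 product captured on neutravidin plate; 0% = median of DMSO wells and 100% = 0.3 times that DMSO median; strong numbers were not always called active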
Target sequence (Q9H3R0 1-420 limits assumed): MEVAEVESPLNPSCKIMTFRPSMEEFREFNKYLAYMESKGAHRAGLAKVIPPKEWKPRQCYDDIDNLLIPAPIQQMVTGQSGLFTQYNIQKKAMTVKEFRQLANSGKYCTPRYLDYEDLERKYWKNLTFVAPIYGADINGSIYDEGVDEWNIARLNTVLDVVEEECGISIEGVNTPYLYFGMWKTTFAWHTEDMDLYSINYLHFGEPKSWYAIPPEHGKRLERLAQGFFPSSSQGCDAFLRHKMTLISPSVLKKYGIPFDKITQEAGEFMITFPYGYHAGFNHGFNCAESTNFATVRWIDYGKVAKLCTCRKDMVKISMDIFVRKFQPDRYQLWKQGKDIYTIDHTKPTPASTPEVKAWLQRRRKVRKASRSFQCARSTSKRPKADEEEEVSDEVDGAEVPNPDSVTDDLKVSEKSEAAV
procasp7 counter = counter-screen: procaspase-7 (human) activation; actives 0.093% (n = 330,000); recombinant procaspase-7, Ac-DEVD-pNA absorbance 405 nm; D23A/D198A/D206A triple mutant, cannot self-cleave; scale: DMSO 0, 5 µM enzyme 100; AID 463210; activation, % at 8.5 µM;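 active = percent activation above the screen-wide mean plus 3 SD, cut at about 25% in these data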
Target sequence (P55210 whole entry D23A/D198A/D206A): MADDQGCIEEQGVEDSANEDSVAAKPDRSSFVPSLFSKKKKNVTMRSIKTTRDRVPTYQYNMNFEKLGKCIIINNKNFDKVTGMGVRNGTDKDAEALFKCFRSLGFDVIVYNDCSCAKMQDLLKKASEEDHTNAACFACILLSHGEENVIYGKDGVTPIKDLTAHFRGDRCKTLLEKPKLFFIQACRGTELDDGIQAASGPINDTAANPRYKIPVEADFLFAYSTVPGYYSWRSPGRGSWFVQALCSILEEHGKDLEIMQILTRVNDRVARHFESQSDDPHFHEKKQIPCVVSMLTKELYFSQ
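Assay system: Uncleavable procaspase-7 mutant enzyme | Input: 2 µM procaspase-7 mutant as dispensed | Timing: 1 h compound preincubation, 2 h substrate cleavage, 25 °C | Repeats: One well per compound | Control set: DMSO wells as 0%, DMSO with 5 µM added PC-7 as 100% | Technique: Epi-absorbance of released pNA at 405 nm, two timepoints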
proCasp3 act = procaspase-3 (human) activation. P42574. recombinant procaspase-3 D3A, Ac-DEVD-pNA absorbance 405 nm. actives 0.11% (n = 330,000). activation, % at 8.5 µM;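 active = activation above the mean of all tested compounds plus 3 SD, cut at about 21% in these data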;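 also: 0% = DMSO alone and 100% = DMSO wells spiked with extra 5 µM PC-3 D3A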
Target sequence (P42574 whole entry D9A/D28A/D175A): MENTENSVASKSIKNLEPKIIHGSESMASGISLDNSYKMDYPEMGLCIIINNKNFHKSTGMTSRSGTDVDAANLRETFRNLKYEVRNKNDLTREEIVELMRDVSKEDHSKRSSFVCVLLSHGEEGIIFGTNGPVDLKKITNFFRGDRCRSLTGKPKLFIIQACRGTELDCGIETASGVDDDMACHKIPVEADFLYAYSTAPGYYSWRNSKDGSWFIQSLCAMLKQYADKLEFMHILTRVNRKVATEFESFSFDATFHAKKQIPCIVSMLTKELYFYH
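Assay system – Procaspase-3 D3A mutant · Benchmarks – DMSO low control, extra-enzyme high control · Technique – 405 nm absorbance of p-nitroaniline, reads at 0 and 120 min · Doses – 8.5 µM nominal · Measure – % activation between DMSO and enzyme-spiked controls · Also added – Ac-DEVD-pNA chromogenic peptide substrate · Schedule – 1 h compound preincubation, 2 h substrate hydrolysis at 25 °C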
RPL19A-GFP yeast = yeast TOR pathway RPL19A-GFP modulation. S. cerevisiae RPL19A-GFP strain, flow cytometry, 3 h; active compounds read low. percent response vs DMSO, % at 10 µM. actives 0.3% (n = 330,000). AID 2025;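 active = percent response vs DMSO below 50%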;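 also: median channel GFP fluorescence of the barcoded RPL19A-GFP strain; ratio of sample median GFP to plate DMSO average so 100% = DMSO; lower means less RPL19A-GFP as with rapamycin TOR inhibition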
CR mimetic SO = caloric restriction mimetics inhibiting age-related superoxide in yeast; S. cerevisiae aged cells, superoxide DHE fluorescence; active compounds read low; superoxide response (% of plate mean), % at 10 µM; actives 0.18% (n = 330,000);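 active = superoxide response under a set limit, about three screen SD below normal, cut at about 65% in these data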;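 also: yeast aged for seven days with compound at 30 °C before DHE staining; 100% = average MFI of all compound-treated wells on the plate with controls excluded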
MEP2 TOR yeast = yeast TOR pathway MEP2-GFP modulation | S. cerevisiae MEP2-GFP strain, flow cytometry GFP, 3 h; 100% = DMSO control level | GFP response vs DMSO, % at 10 µM | actives 0.51% (n = 330,000) | AID 2016;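 active = GFP response versus DMSO above a set limit, roughly screen mean plus 3 SD, cut at about 180% in these data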;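 also: median GFP fluorescence of the barcode-gated MEP2-GFP cells per well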
Numbers without * were called inactive; i = inactive; x = not tested or not shown; & = joins results of further samples.

SMILES	LAP4-GFP MLPCN	AHR act	GASC-1 inh	procasp7 counter	proCasp3 act	RPL19A-GFP yeast	CR mimetic SO	MEP2 TOR yeast
CSc1nc2nc3c(cc2c(=O)[nH]1)C(O)Oc1ccc(C)cc1-3 (centres undefined)	95.8	12.7	-5.1	4.9	0.9	100.3	103.9	100.8
C=C(C)Cn1c(-c2cccc([N+](=O)[O-])c2)n[nH]c1=S	89.7	0.4	-6.4	-24.1	-6.0	88.9	90.0	89.1
O=C(OCc1nc2scc(-c3ccccc3)c2c(=O)[nH]1)c1cccc([N+](=O)[O-])c1	x	3.9	-2.7	0.3	7.3	x	79.7	x
O=C(CSc1nnc(COc2ccccc2)o1)Nc1ccc(F)cc1	92.5	8.1	-28.7	1.3	1.6	98.4	96.2	100.2
COc1ccccc1-c1ccc(SCC(=O)NCCc2ccccc2)nn1	94.4	57.6*	1.7	5.9	5.2	93.2	80.3	108.3
COc1ccc(-c2nc(CSCC(=O)N3CCN(C(=O)c4ccco4)CC3)c(C)o2)cc1OC	94.7	-0.8	5.2	2.5	4.2	99.0	95.7	97.8
CC(OC(=O)c1ccccc1OCc1ccc(Cl)cc1)C(N)=O (centres undefined)	100.4	2.0	8.9	7.8	5.1	109.0	90.8	102.2
O=C(Nc1cc(Cl)ccc1-n1cncn1)c1cncc(Br)c1	110.5	27.9	0.4	3.8	6.3	93.4	100.5	98.8
CCOc1ccc(-n2cnc3sc4c(c3c2=O)CCCC4)cc1	112.8	-4.0	-9.8	3.5	2.8	98.9	113.4	101.5
Cc1cccc(CC(=O)N2CCCC2)c1	101.8	-0.9	i	-2.3	-1.1	107.0	109.5	106.8
Cc1ccc(OCC(=O)OCC(=O)NC2CCCC2)cc1C	97.6	1.1	16.4	-4.9	5.8	95.7	124.6	97.4
O=C1c2cccnc2-c2ncccc21	104.5	1.9	8.8	9.4	0.6	101.2	123.8	106.7
OCC[C@H]1C[C@H](O)[C@@H](O)[C@]2(CCCc3ccccc3O2)O1	91.1	3.1	4.1	4.3	4.0	90.3	100.5	84.0
N=C(N)c1ccccc1	103.5&95.7	-0.4&-1.1	9.6&3.0	-1.5&5.5	3.7&4.5	103.5&89.7	82.5&98.4	98.6&91.7
CCCCc1noc2c1/C(=N\O)CC(c1ccccc1)C2 (centres undefined)	102.3	-7.4	4.1	2.2	-6.7	96.7	105.2	105.6
COc1ccc(OC)c(NC(=O)C2CCCN(S(=O)(=O)c3c(C)nn(C)c3C)C2)c1 (centres undefined)	106.4	0.2	0.1	-0.5	3.7	98.7	102.1	106.5
COC(=O)CSc1nnc(C)n1-c1cccc(C#N)c1	101.3	2.4	-7.8	2.6	-4.4	101.2	76.4	102.8
CCN(CC)S(=O)(=O)c1ccc(C)c(NC(=O)CSc2ncc(C(F)(F)F)cc2Cl)c1	90.4	-1.5	10.2	7.2	0.6	103.3	103.8	101.9
Cc1cc(OCC(=O)OCC(=O)NCCN2C(=O)CSC2=O)ccc1Cl	101.5	-1.1	-2.4	2.7	4.7	99.3	105.8	102.2
CC(C)c1ccc(NC2CCCN(C(=O)CCc3cn[nH]c3)C2)cc1 (centres undefined)	64.0	x	5.0	x	x	104.6	101.2	96.5

Random excerpt: four compounds from above.
SMILES	LAP4-GFP MLPCN	AHR act	GASC-1 inh	procasp7 counter	proCasp3 act	RPL19A-GFP yeast	CR mimetic SO	MEP2 TOR yeast
CCCCc1noc2c1/C(=N\O)CC(c1ccccc1)C2 (centres undefined)	102.3	-7.4	4.1	2.2	-6.7	96.7	105.2	105.6
COc1ccc(OC)c(NC(=O)C2CCCN(S(=O)(=O)c3c(C)nn(C)c3C)C2)c1 (centres undefined)	106.4	0.2	0.1	-0.5	3.7	98.7	102.1	106.5
Cc1cc(OCC(=O)OCC(=O)NCCN2C(=O)CSC2=O)ccc1Cl	101.5	-1.1	-2.4	2.7	4.7	99.3	105.8	102.2
CCN(CC)S(=O)(=O)c1ccc(C)c(NC(=O)CSc2ncc(C(F)(F)F)cc2Cl)c1	90.4	-1.5	10.2	7.2	0.6	103.3	103.8	101.9

(more compounds)
SMILES	LAP4-GFP MLPCN	AHR act	GASC-1 inh	procasp7 counter	proCasp3 act	RPL19A-GFP yeast	CR mimetic SO	MEP2 TOR yeast
Cc1cccc(NC(=O)c2cccc(Cn3cc(Br)c([N+](=O)[O-])n3)c2)c1C	92.1	6.5	3.7	-11.1	-2.1	91.5	89.3	98.2
Cc1c(Cl)cccc1Nc1nc(N)nc(CSc2nc3ccccc3s2)n1	114.2	28.9	10.0	13.9	0.9	101.3	103.2	103.1
O=C(Nc1cc(C(=O)N2CCCC2)ccc1N1CCCC1)c1ccccc1F	106.9	1.1	-0.6	10.5	-0.1	105.8	108.3	108.6
COc1ccc(-n2nnnc2SCC(=O)NCCc2ccccc2)cc1OC	112.1	3.9	2.6	4.3	-6.1	94.4	91.6	101.3
CC(c1ccccc1)C1C(C#N)=C(N)SC(N)=C1C#N (centres undefined)	106.5	-3.9	1.8	-13.5	-5.2	111.3	98.4	105.7
COc1ccc(S(=O)(=O)NCc2ccc(C(=O)NCCCN3CCCC(C)C3)cc2)cc1 (centres undefined)	99.9	0.6	1.1	-2.0	5.2	99.1	96.5	107.0
Cc1ccccc1SCc1noc(C(=O)NCC2CCCO2)c1C(=O)O (centres undefined)	x	-3.0	-19.9	0.6	4.7	x	x	x
COc1cc(NC(=O)c2ccccc2Cl)c(OC)cc1NC(=O)CN1CCCCC1	101.8	-8.0	32.8	3.1	-0.4	98.6	98.0	95.6
COc1cccc(-n2c(SCC#N)nnc2-c2cnccn2)c1	97.0	0.9	-2.3	3.2	3.8	92.4	101.5	100.6
O=C(CCn1c(=O)oc2ccccc21)Nc1cccc(Br)c1	80.9	3.5	6.3	-5.3	-3.9	109.6	99.3	96.9
Cn1c(=O)n(C)c2cc(NS(=O)(=O)c3ccc(Br)s3)ccc21	103.5	-0.3	7.6	2.9	-2.8	97.6	100.2	99.1
O=C1CC(N2CCN(c3ccccc3Cl)CC2)C(=O)N1c1cccc(F)c1 (centres undefined)	99.1	3.4	-6.1	-16.0	-23.3	97.8	102.7	111.5
O=C1COc2ccc(C(=O)C[n+]3cccc(O)c3)cc2N1	101.9	-2.5	-3.2	12.5	8.0	106.2	105.5	113.2
COC(=O)C(C)Sc1nc2c(cnn2-c2ccc(F)cc2)c(=O)[nH]1 (centres undefined)	94.3	1.0	13.8	-2.8	-5.0	108.2	102.8	111.5
Cc1occc1-c1nnc(SCC(=O)NC2CC2)n1C	89.6	1.1	4.5	-6.4	5.9	106.2	102.0	103.5
CC(=O)c1cc2c(cc1NC(=O)Cn1nc(-c3ccc(F)cc3)ccc1=O)OCO2	97.5	7.0	-6.1	9.0	2.0	99.6	101.4	100.4
CCN(CC(=O)Nc1ccc2c(c1)OCCO2)C(=O)/C=C/c1ccccc1	125.9	-0.1	-3.3	6.2	-1.3	95.6	103.4	104.0
CCOC(=O)[C@H]1[C@H]2COc3ccc(OC)cc3[C@@H]2N2C(=O)c3ccccc3NC(=O)[C@@]12C	x	3.4	0.3	-3.2	-7.5	x	x	x
O=S(=O)(NC1CCCCCCC1)c1ccc(F)cc1	130.9	-2.2	3.2	0.9	-1.1	87.6	101.0	128.4
CCCNC(=O)c1ccc2c(=O)n(Cc3ccco3)c(=S)[nH]c2c1	85.9	87.7*	17.5	6.5	1.5	98.9	107.7	99.2
CCCCC1C(=O)N(c2ccccc2)N(c2ccc(O)cc2)C1=O (centres undefined)	118.8	-3.0	x	-32.7	-30.4	98.6	85.8	109.1
CCOc1ccc(N(CC(=O)NC2CCCC2)S(=O)(=O)c2ccccc2)cc1	94.8	2.1	11.6	0.9	-8.2	103.2	110.1	103.3
Cc1cc2oc(C(=O)Nc3nonc3C)c(C)c2cc1C	110.0	-3.4	6.6	-0.1	2.2	113.7	85.1	110.6
O=C(COC(=O)C1(c2ccc(Cl)cc2)CCCC1)Nc1ncc(C(F)(F)F)cc1Cl	90.4	5.0	-15.8	3.4	-1.7	103.9	110.1	96.8
Cc1cccn2c(=O)c(C=O)c(N3CCN(c4ccc(F)cc4)CC3)nc12	108.9	64.5*	-1.4	-3.8	4.2	99.5	105.5	109.1
CCC1=C(C(=O)OC)C(c2cc(OC)ccc2OC)C(C#N)=C(N)O1 (centres undefined)	89.3	2.9	-4.7	3.8	4.1	106.4	96.0	103.3
COC(=O)c1ccc(S(=O)(=O)N2C3CCC2CC(NC(=O)C2CC2)C3)cc1 (centres undefined)	93.8	0.6	11.2	-13.2	5.1	110.0	111.9	95.5
COc1ccc(S(=O)(=O)N(CC(=O)Nc2ccc3c(c2)OCO3)c2ccccc2OC)cc1	87.2	47.1*	-15.9&0.3	8.5	0.7	87.6	97.4	86.5
CCOC(=O)C(NC(=O)c1ccccc1)(OCc1ccccc1)C(F)(F)F (centres undefined)	94.7	0.1	-6.5	-13.2	-7.4	105.8	83.2	105.8
COc1ccc2ccccc2c1/C=N/NC(=O)c1cccc([N+](=O)[O-])c1	100.3	4.0	-12.3	-0.5	6.4	95.4	89.7	101.5
CC(=O)Nc1cccc(-c2cn3ccccc3n2)c1	96.3	60.8*	8.9	2.2	7.4	102.0	114.8	108.9
S=C(Nc1ccc(Cl)cc1Cl)NC1CCCCC1	119.2	4.0	-2.1	13.5	-2.1	100.5	89.3	109.7
CN1/C(=C/C(=O)C2CC2)C(C)(C)c2ccccc21	83.0	-1.5	10.1	8.0	5.3	90.0	107.1	91.8
Cc1ccnc(N2CCC(C(=O)Nc3ccc4c(c3)OCCO4)CC2)n1	114.7	3.9	-6.4	-3.8	-1.1	113.9	108.0	112.4
COc1cccc(C(=O)NNS(=O)(=O)c2ccc(F)cc2)c1	99.2	-0.3	-2.0	12.9	4.5	103.0	98.2	109.2
Nn1c(SCC(=O)NC2CCCCC2)nnc1-c1ccccc1	98.0	4.7	8.8	-2.5	-4.0	98.0	100.0	112.3
Cc1cccc(NC(=O)CCCn2cc([N+](=O)[O-])cn2)n1	107.6	2.2	-5.2	10.4	9.9	100.6	94.0	103.2
CNC(=O)COC(=O)COc1ccc2c(C)cc(=O)oc2c1	93.8	-0.1	2.2	4.3	6.6	100.5	105.8	102.3
CCC(=O)Nc1ccc(C(=O)CSc2nc3ccccc3cc2CC)cc1	99.6	50.7*	2.7	2.0	-9.4	95.8	102.1	99.2
COc1cc2c(cc1OC)CN(C(=O)CSc1ccc(F)cc1)CC2	97.7	-0.4	15.1	5.1	6.3	98.8	92.8	101.3
COc1ccc(N2CCN(C(=O)C3CCN(S(=O)(=O)c4ccc5c(c4)oc(=O)n5C)CC3)CC2)cc1	105.6	-0.7	-7.3	8.7	10.3	108.2	89.7	123.4
CCCn1c(C)cc(C(=O)COC(=O)CN=C2NS(=O)(=O)c3ccccc32)c1C	91.1	-2.5	-8.4	-10.3	3.2	100.4	97.8	109.7
O=C(NCCCCc1ccccc1)C1CC(c2cccc([N+](=O)[O-])c2)=NO1 (centres undefined)	113.1	-1.5	-3.0	-0.6	0.1	102.0	95.3	98.6
O=C(NCCN1CCOCC1)c1sc2cc(Cl)ccc2c1Cl	101.3	3.9	9.8	9.2	0.1	111.4	100.5	111.7
